Screening data as filed in PubChem.
HCMV inh – blocks human cytomegalovirus replication. 410,000 tested, 4.5% active. activity change, negative = inhibition, % at 57.5 µM. HFF cells, HCMV-luciferase reporter, 72 h; active compounds read low; in the data active means activity change below about -60%; inconclusive means no clear call, values can overlap the other calls; inactive means above about -39%
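Cell-based, HFFs, 1000 cells/well, 16 h 37C; cpds in DMSO + HCMV-luc, MOI 1 PFU/cell; 72 h 37C; OneGlo luminescence after 5 min RT; norm. to buffer vs Salinomycin 10uM.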
FBPA Giardia inh – blocks Giardia fructose-bisphosphate aldolase activity | 290,000 tested, 0.71% active | A8B2U2 | purified Giardia FBPA | Potency, µM (doses to about 59.6 µM), without a hit: top-dose activity, negative = inhibition, actives largely listed as inhibitors; further: potency means the concentration at half of the fitted maximal effect; nearly all actives have a fitted effect of over 55% in size
Target sequence (A8B2U2 whole entry, looked up): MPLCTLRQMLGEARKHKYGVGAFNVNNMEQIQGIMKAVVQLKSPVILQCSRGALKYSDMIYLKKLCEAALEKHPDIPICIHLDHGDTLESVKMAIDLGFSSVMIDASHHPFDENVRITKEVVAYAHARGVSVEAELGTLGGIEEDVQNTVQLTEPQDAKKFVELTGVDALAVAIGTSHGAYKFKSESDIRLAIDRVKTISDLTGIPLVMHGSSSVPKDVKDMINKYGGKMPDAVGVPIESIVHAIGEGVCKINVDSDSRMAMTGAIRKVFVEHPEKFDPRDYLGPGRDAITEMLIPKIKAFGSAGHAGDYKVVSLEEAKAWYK
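Giardia FBPA (40 nM reagent) was preincubated 10 min at RT with compound (up to 57.5 uM final), then substrate plus GAPDH/TPI/NAD/arsenate coupling system with diaphorase/resazurin was added; resorufin fluorescence (525/598 nm) was read after 20 min.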
AmpC detergent – inhibitors of E. coli AmpC beta-lactamase with detergent; Potency, µM (titrated, usually from 114 µM), for inactives: top-dose activity change, negative = inhibition, most hits filed as inhibitors; 370,000 tested, 0.041% active; P00811; AID 485294; AmpC hydrolysis of nitrocefin, absorbance 480 nm, 0.01% Triton;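 further: potency means the concentration at half of the fitted maximal effect; 0% = no-compound wells and -100% = no-enzyme wells; nearly all actives have a fitted effect of over 25% in size; some results filed as inactive show a strong effect at the top dose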
Target sequence (P00811 whole entry, looked up): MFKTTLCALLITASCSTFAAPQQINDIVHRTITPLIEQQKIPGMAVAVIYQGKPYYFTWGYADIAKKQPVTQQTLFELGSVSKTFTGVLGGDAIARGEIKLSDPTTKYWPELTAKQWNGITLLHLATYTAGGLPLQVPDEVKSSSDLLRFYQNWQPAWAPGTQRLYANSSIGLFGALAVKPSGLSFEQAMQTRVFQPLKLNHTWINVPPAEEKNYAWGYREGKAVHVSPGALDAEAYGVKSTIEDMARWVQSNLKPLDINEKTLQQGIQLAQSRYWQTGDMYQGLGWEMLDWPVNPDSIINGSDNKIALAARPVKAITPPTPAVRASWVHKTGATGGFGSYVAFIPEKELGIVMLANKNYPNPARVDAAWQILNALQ
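20 mM phosphate pH 7.0 + 0.01% (detergent screen) or 0.0001% Triton X-100; 5.3 nM AmpC reagent; cpd preinc 15 min RT; nitrocefin (800 uM stock) to start; A480 q20 s × 4 min; Activity was normalised to no-enzyme and no-compound control wells.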
AmpC inh no detg – AmpC beta-lactamase inhibition without detergent; AmpC nitrocefin hydrolysis, absorbance 480 nm, 0.0001% Triton; Potency, µM (doses to about 57.1 µM), inactives show at the top dose activity change, negative = inhibition, usual class: inhibitors; 330,000 tested, 0.52% active; AID 485341;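 further: potency means the concentration at half of the fitted maximal effect; plate controls were no compound for no effect and no enzyme for full effect; nearly all actives have a fitted effect of over 20% in size; some results filed as inactive show a strong effect at the top dose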
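20 mM phosphate pH 7.0 + 0.01% (detergent screen) or 0.0001% Triton X-100; 5.3 nM AmpC reagent; cpd preinc 15 min RT; nitrocefin (800 uM stock) to start; A480 q20 s × 4 min; Activity was normalised to no-enzyme and no-compound control wells.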
HCV inhibitor – blocks hepatitis C virus; Huh7.5.1 HCVcc-Cre infection, luciferase reporter, 44 h; Potency, µM (top dose mostly 41.8 µM), for the others: top-dose activity change, negative = inhibition, actives largely listed as inhibitors; 340,000 tested, 3.4% active; further: potency means the concentration at half of the fitted maximal effect
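HCVcc-Cre virus at an moi near 0.5 was added right after compound to cells cultured 4 h from seeding (1,000 cells/well). Luciferase activity was determined 44 h later, 15 min after substrate addition at RT.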
Sm TGR block – inhibitors of Schistosoma mansoni thioredoxin glutathione reductase. Q962Y6. purified TGR, DTNB reduction, TNB absorbance 405 nm. Potency, µM (highest dose often 114 µM), without a hit: at the top dose activity change, negative = inhibition, most hits filed as inhibitors. 360,000 tested, 3% active; further: potency means the concentration at half of the fitted maximal effect; nearly all actives have a fitted effect of over 60% in size
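TGR 20 nM + NADPH 100 uM (dispensed conc.), cpd preinc 15 min RT; start with NADPH (500 uM addition) then DTNB (15 mM addition). Kinetic TNB absorbance, 405 nm filter. Four-parameter Hill fit across titration.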
* = called active by the depositor; ? = inconclusive; nt = no result given; & = joins results of further samples; [ ] = remark or other dose. Unless noted, the call rests on the fitted dose curve; in most records, active means well fitted curve in the direction sought with a large enough effect; inconclusive means small, poorly fitted or top-dose-only effect, or another doubt; inactive means no such curve, though single readings can be large; an effect the other way counts as inactive or inconclusive. Unless noted, on the % scale 0 is the no-effect control and ±100 the full control effect.

SMILES | HCMV inh | FBPA Giardia inh | AmpC detergent | AmpC inh no detg | HCV inhibitor | Sm TGR block
CCNc1nc(NCC)n2c(SCC(=O)Nc3cc(OC)ccc3OC)nnc2n1 | -7 | nt | ? | 9% | 15% | -8%
Cc1cc(C)c2c(CN3CCN(Cc4ccc5c(c4)OCO5)CC3)cc(=O)oc2c1C | -16 | 1% | -13% | -17% | 3% | 0%
Cc1nn(CC(=O)O)c(C)c1[N+](=O)[O-] | -18 | 1% | 5% | -7% | 24% | 8%
Cc1nc2ccccn2c1/C(O)=C1\C(=O)C(=O)N(CCN2CCOCC2)C1c1cccnc1 (configuration not stated) | -13 | -16% | 1% | -5% | 1µM* | -21%
CN(CC(=O)Nc1ccc(F)cc1)C(=O)COC(=O)CSc1ccc(F)cc1 | -18 | nt | -8% | -19% | 12% | -2%
Cc1cc(C)nc(N2CCN(c3nnnn3-c3ccccc3)CC2)n1 | -12 | 0% | 3% | -24% | -4% | -3%
CCCc1nnc(NC(=O)CCC(=O)N2CCCCCC2)s1 | 2 | 9% | -7% | 15% | 4% | -3%
O=c1cc(Cc2ccccc2)[nH]c(=S)[nH]1 | -27 | ? | -6% | -4% | 5% | 0%
COc1ccc(C)cc1NC(=O)CN1C(=O)c2cccc3cccc1c23 | 13 | 1% | ? | -7% | -1% | -16%
CCOC(=O)/C(C#N)=C\c1ccc(OC)c(OC)c1 | -32 | 0% | -2% | -5% | 23% | nt
Cc1ccc(-c2nnn3c2nc(NC2CCC(C)CC2)c2ccccc23)cc1 (configuration not stated) | 44 | nt | -5% | nt | nt | -12%
Cc1ccc2c(c1)c(=O)c1c3n2CCN(C(=O)CCl)C3CC1 (configuration not stated) | -26 | ? | -6% | 2% | 19% | 3.2µM*
Cc1cccc(CN2CCC(CNC(=O)c3c(C)oc4ncnc(N5CCCCC5)c34)CC2)c1 | -9 | nt | 21% | nt | nt | 8%
COc1ccc(C(=O)NC(=S)N2C[C@H]3C[C@H](C2)c2cccc(=O)n2C3)cc1 | 31 | ? | -6% | -26% | -21% | -25%
CN1CCN(NC(=O)Nc2ccc([N+](=O)[O-])cc2)CC1 | 12 | nt | -6% | 0% | -5% | 0%
CCn1cc(C(=O)N2CCCC(N3CCN(c4cccc(C(F)(F)F)c4)CC3)C2)cn1 (configuration not stated) | -28 | nt | 11% | 177%[activator] | -3% | -7%
COc1ccc(Nc2ccc(OC)cc2)cc1 | 31 | ? | -2% | -19% | 1% | 40µM*
Cn1c(NC(=O)c2cccnc2)nc2ccccc21 | 62 | 6% | -7% | -1% | 13% | -7%
CCC(=O)Nc1ccc(C(=O)N2CCN(C(=O)c3ccco3)CC2)cc1 | -21 | 6% | 6% | -2% | -6% | -8%
COc1ccc(NC(=O)CN2C(=O)C(=O)N(C3CCCC3)C2=O)c(OC)c1 | 49 | nt | nt | -27% | 3% | nt
COc1ccc(N2C(=O)CC(Sc3nnc(-c4ccccc4)o3)C2=O)cc1 (configuration not stated) | 7 | -1% | -9% | -10% | ? | 3.5µM*
CC1CN(S(=O)(=O)c2ccc(-c3nc4ccccc4s3)cc2)CC(C)O1 (configuration not stated) | -23 | -5% | -4% | -4% | 25% | -5%
O=C(Cn1c(=O)[nH]c2ccccc2c1=O)N1CCN(c2cccc(Cl)c2)CC1 | -37 | 4% | -5% | -24% | -7% | -3%
O=C(c1cc([N+](=O)[O-])cc([N+](=O)[O-])c1)N1CCOCC1 | -13 | -7% | 0% | -17% | -2% | -14%

Next section; the last 3 above are carried over.
SMILES | HCMV inh | FBPA Giardia inh | AmpC detergent | AmpC inh no detg | HCV inhibitor | Sm TGR block
CC1CN(S(=O)(=O)c2ccc(-c3nc4ccccc4s3)cc2)CC(C)O1 (configuration not stated) | -23 | -5% | -4% | -4% | 25% | -5%
O=C(Cn1c(=O)[nH]c2ccccc2c1=O)N1CCN(c2cccc(Cl)c2)CC1 | -37 | 4% | -5% | -24% | -7% | -3%
O=C(c1cc([N+](=O)[O-])cc([N+](=O)[O-])c1)N1CCOCC1 | -13 | -7% | 0% | -17% | -2% | -14%
CC12CCC(=O)N1C(C(=O)NNC(=O)c1ccccc1Cl)CS2 (configuration not stated) | -90* | nt | -2% | -11% | 3% | -10%
CCc1c(C)c(C#N)c2nc3ccccc3n2c1Nc1c(C)n(C)n(-c2ccccc2)c1=O | -35 | 2% | 5% | -17% | 5% | -27%
Cc1cc(C(F)(F)F)nn1Cc1n[nH]c(=S)n1-c1ccc(Cl)cc1 | 11 | 2% | 0% | -14% | 17% | -1%
Cc1ccc2cc(CN(CCN3CCCC3)C(=O)Nc3ccccc3)c(=O)[nH]c2c1C | -5 | -12% | -6% | 25% | -25% | -4%
Cc1ccc(-n2c(CSc3nc(C)cc(C)n3)nnc2SCC(=O)Nc2nccs2)cc1 | ? | 8% | -13% | -14% | 7% | 7%
Cc1cccc2cc(CN(Cc3ccco3)C(=O)c3ccco3)c(=O)[nH]c12 | 16 | -2% | ? | -8% | 8% | 5%
CCOc1nc(NCCc2ccc(OC)c(OC)c2)nc(N2CCN(c3ccc(OC)cc3)CC2)n1 | 69 | 2% | ? | -5% | 2% | -26%
O=C(O)c1ccc2c(c1)C(c1ccccc1)OC2=O (configuration not stated) | 44 | 25% | -1% | -7% | ? | -12%
CCOC(=O)c1cn(CC(=O)Nc2ccc3c(c2)OCCO3)nn1 | ? | -4% | ? | -20% | 2% | -1%
O=C(COC(=O)c1ccc(Br)cc1)Nc1cccnc1Cl | -6 | nt | 2% | -26% | 2% | 3%
O=Cc1ccc(-c2cccc([N+](=O)[O-])c2)o1 | 17 | 1% | -2% | -14% | 23% | -11%
CCc1ccc(OCC(=O)NC(C)C)cc1 | 14 | 2% | -1% | -4% | 5% | 12%
CC1(C)Cc2noc(N)c2C(C)(C)N1OC(=O)c1scc2c1OCCO2 | 4 | 5% | 0% | 23% | -1% | 1%
O=[N+]([O-])c1ccc(CCn2ccnc2)cc1 | -35 | -9% | 1% | -16% | -11% | -5%
Cn1c(CCN2CCCC2)nc2cc(NS(=O)(=O)c3ccc(Cl)cc3)ccc21 | ? | -2% | -3% | 23% | -14% | -35%
COc1cc(C)ccc1OCCn1c(-c2ccc(Cl)cc2)nc2ccccc2c1=O | -10 | nt | 9% | nt | nt | 3%
CCc1nn2c(=O)cc(COC(=O)c3cccc(NC(=O)COc4ccccc4)c3)nc2s1 | 79 | nt | 19% | nt | nt | 2%
CC(=O)Nc1ccc(S(=O)(=O)NC2(C(F)(F)F)C(=O)Nc3c2c(=O)[nH]c(=O)n3-c2ccc(C)cc2)cc1 (configuration not stated) | 2 | nt | -4% | nt | nt | -3%
Cn1c(COc2ccc(Cl)cc2Cl)nnc1SCC(=O)NCC1CCCO1 (configuration not stated) | 9 | nt | 4% | 88%[activator] | -10% | 2%
COc1ccc(CN2CC(=O)N(c3ccc(C)cc3)C2=S)cc1OC | 21 | 2% | 5% | 13% | 1% | -1%
Cc1oc2cc3oc(=O)c(CCC(=O)NCCCN4CCCC4=O)c(C)c3cc2c1C | -13 | 10% | -9% | 216%[activator] | -55% | 1%
Cc1cc(C)c(C)c(S(=O)(=O)NCc2ccc(C(=O)N3CCCC3)cc2)c1C | 1 | 5% | 7% | 93%[activator] | -9% | 9%
Cc1ccc(NC(=O)CSc2nc(=O)n(CCN3CCOCC3)c3c2CCC3)cc1Cl | -31 | nt | 2% | nt | nt | -17%
COc1ccc(/C(C)=N/NC(=O)c2cccc(S(=O)(=O)N3CCCC3)c2)c(O)c1 | -90* | nt | -4% | -26% | 3.2µM* | -2%

Rewritten tab-delimited: entries from further up.
SMILES	HCMV inh	FBPA Giardia inh	AmpC detergent	AmpC inh no detg	HCV inhibitor	Sm TGR block
CC(=O)Nc1ccc(S(=O)(=O)NC2(C(F)(F)F)C(=O)Nc3c2c(=O)[nH]c(=O)n3-c2ccc(C)cc2)cc1 (configuration not stated)	2	nt	-4%	nt	nt	-3%
Cn1c(COc2ccc(Cl)cc2Cl)nnc1SCC(=O)NCC1CCCO1 (configuration not stated)	9	nt	4%	88%[activator]	-10%	2%
COc1ccc(CN2CC(=O)N(c3ccc(C)cc3)C2=S)cc1OC	21	2%	5%	13%	1%	-1%
Cc1oc2cc3oc(=O)c(CCC(=O)NCCCN4CCCC4=O)c(C)c3cc2c1C	-13	10%	-9%	216%[activator]	-55%	1%
Cc1cc(C)c(C)c(S(=O)(=O)NCc2ccc(C(=O)N3CCCC3)cc2)c1C	1	5%	7%	93%[activator]	-9%	9%
Cc1ccc(NC(=O)CSc2nc(=O)n(CCN3CCOCC3)c3c2CCC3)cc1Cl	-31	nt	2%	nt	nt	-17%

New compounds follow:
SMILES | HCMV inh | FBPA Giardia inh | AmpC detergent | AmpC inh no detg | HCV inhibitor | Sm TGR block
COc1ccc(-c2cc3c(=O)n(CC(=O)NCCCN4CCC(Cc5ccccc5)CC4)ncn3n2)cc1 | 55 | nt | -1% | 25% | ? | -1%
Cc1ccc(C)c(N2CCN(C(=O)C3CCCN(Cc4nc(-c5cccc(Cl)c5)oc4C)C3)CC2)c1 (configuration not stated) | 0 | nt | 21% | nt | nt | -3%
Cc1cc(C)n2c(nc3ccccc32)c1C(=O)NN | -34 | 1% | -3% | 77%[activator] | 4% | 9%
CO/N=C/NC(=O)c1c(OC)ccnc1Oc1cccc(C(F)(F)F)c1 | -14 | -4% | -11% | 19% | 3% | 0%
O=C1CC(N2CCN(c3nc4ccccc4s3)CC2)C(=O)N1c1ccc(F)cc1 (configuration not stated) | -13 | 0% | -2% | 133%[activator] | 28% | 0%
Cn1cc(C(F)(F)F)nc1-c1ccc(OCC(O)CNCCOc2ccc(O)c(C(N)=O)c2)cc1 (configuration not stated) | 5 | -11%&-11% | 5% | -36% | ? | -3%
NC(=O)c1cc(Cl)ccc1OCC(=O)NC1CC1 | 24 | nt | nt | -14% | -12% | nt
CN(C)S(=O)(=O)c1ccc2c(c1)N(CC(=O)Nc1cccc(C(F)(F)F)c1)C(=O)CS2 | -1 | nt | 1% | nt | nt | 18%
COC(=O)c1ccc(NC(=O)c2ccc(CN3CCOCC3)cc2)cc1 | -28 | 2% | 1% | -13% | ? | 3%
O=C1C2C3C=CC(C3)C2C(=O)N1c1ccncc1 (configuration not stated) | -12 | 3% | 3% | -5% | 30% | 13%
Cc1cccc(CC(=O)N2CCC(N3CCC(C(=O)N4CCOCC4)CC3)CC2)c1 | -31 | 4% | 4% | 6% | 18% | -9%
O=C(/C=C/c1cccc([N+](=O)[O-])c1)n1cnc2ccccc21 | -99* | 1% | 0% | -16% | ? | 6%
C=CCN1CC[C@]23c4c5ccc(O)c4OC2C(=O)CC[C@@]3(O)C1C5 (some centres not stated) | -31 | -1% | -10% | -13% | 2.5µM* | 40µM*
Cc1ccc(S(=O)(=O)NN2C(=O)/C(=C/c3ccc(C(=O)O)cc3)SC2=S)cc1 | 0 | -24% | -3% | -10% | 36%[activator] | -25%
COc1ccc2ccccc2c1-c1csc(N)n1 | -25 | -2% | 0% | -14% | -7% | 2%

No enrichment for hits (roughly 9.9% active in at least one column).
